5-HT1A blocker – antagonists of human 5-HT1a serotonin receptor; inhibition, % at 10 µM; CHO 5-HT1a Ga15 NFAT-bla reporter, antagonist mode; P08908; 62,000 tested, 0.68% active; AID 612;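 active = inhibition above the mean of all tested compounds plus 3 SD, cut at about 43% in these data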;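 also: receptor stimulated by 5-CT agonist at 100 nM near EC80; beta-lactamase reporter measured by ratiometric fluorescence of a cleavable substrate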
RORA act – RORA (human) activation | CHO-K1 Gal4-RORA LBD luciferase reporter, luminescence; percent increase over mock-subtracted basal signal | activation, % at 10 µM | 65,000 tested, 1.5% active;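 active = activation above the mean of all tested compounds plus 3 SD, cut at about 49% in these data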;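 also: 0% = DMSO-treated RORA cells and 100% = added signal equal to DMSO minus mock-transfected cells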
Target sequence (P35398 whole entry, looked up, the tested form may be a part): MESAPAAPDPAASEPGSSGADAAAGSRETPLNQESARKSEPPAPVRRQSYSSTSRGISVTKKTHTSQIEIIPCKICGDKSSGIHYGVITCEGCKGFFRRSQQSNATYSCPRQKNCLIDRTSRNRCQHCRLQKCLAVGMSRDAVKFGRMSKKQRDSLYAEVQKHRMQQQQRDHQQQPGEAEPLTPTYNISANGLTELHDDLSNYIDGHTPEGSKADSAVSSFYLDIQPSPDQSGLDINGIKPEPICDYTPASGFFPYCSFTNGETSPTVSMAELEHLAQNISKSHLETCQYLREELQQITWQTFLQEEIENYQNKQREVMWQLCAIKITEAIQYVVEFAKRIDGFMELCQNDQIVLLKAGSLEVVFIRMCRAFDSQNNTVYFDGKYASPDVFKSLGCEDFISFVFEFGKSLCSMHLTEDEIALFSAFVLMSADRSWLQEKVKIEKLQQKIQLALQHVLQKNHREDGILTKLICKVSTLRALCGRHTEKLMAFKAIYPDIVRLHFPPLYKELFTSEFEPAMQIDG
Ecoli tolC – growth inhibitors of E. coli BW25113 tolC mutant. AID 573. OD615. growth inhibition, % at 10 µM (by protocol). 65,000 tested, 2.2% active;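 active = growth inhibition at or above a cutoff equal to the mean over every tested compound plus 3 SD, cut at about 60% in these data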;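 also: growth measured after 20 h incubation at 37 °C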
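Test system: E. coli BW25113 ΔtolC::kan bacteria | Medium: Kanamycin-containing LB broth (50 µg/mL) | Dosing: One dose of 10 µM final | Times: 20 h incubation with compound, 37 °C | Detection: Optical density read at 615 nm | Read-out basis: Percent growth inhibition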
NADH enzymes – inhibitors of enzymes used to reach an NAD/NADH endpoint. coupled PK/LDH NADH assays, four targets. IC50, µM (top dose mostly 10 µM), inactives show at the highest dose inhibition. 65,000 tested, 0.02% active. AID 774;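 active = single-dose screening hits from any of four coupled enzyme assays that gave an IC50 when retested across doses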;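 also: the DPM-DC format reads NADH fluorescence rather than 340 nm absorbance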
MMP-13 inhibitor – inhibitors of human MMP13 | 65,000 tested, 0.07% active | inhibition, % at 4 µM | AID 570 | MMP-13 fTHP FRET cleavage, Mca fluorescence;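 active = inhibition above the mean of compound-free control plate wells plus 3 SD, cut at about 14% in these data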;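 also: 0% = DMSO wells and 100% = wells with reference MMP-13 inhibitor after basal subtraction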
5HT1E antag – antagonists of human 5-HT1E serotonin receptor. inhibition, % at 6 µM. P28566. CHO 5-HT1E Ga15 NFAT-bla reporter, FRET, antagonist. 65,000 tested, 0.99% active. AID 571;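 active = inhibition above a set limit, the mean inhibition across every tested compound plus 3 SD, cut at about 29% in these data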;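 also: signal is the 460 over 535 nm emission ratio of beta-lactamase substrate; 0% = agonist plus DMSO wells and 100% = wells without agonist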
Target sequence (P28566 whole entry, looked up): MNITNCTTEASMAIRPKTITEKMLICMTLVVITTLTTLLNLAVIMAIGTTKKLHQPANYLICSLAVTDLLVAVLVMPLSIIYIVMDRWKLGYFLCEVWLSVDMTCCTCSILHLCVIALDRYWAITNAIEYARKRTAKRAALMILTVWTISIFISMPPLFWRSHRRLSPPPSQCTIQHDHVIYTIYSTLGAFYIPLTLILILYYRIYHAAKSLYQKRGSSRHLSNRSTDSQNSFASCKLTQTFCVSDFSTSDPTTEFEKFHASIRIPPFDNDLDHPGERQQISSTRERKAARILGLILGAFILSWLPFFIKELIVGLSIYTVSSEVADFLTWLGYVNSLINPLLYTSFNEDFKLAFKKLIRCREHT
HTR1A agonist – agonists of human 5-HT1a serotonin receptor; P08908; activation, % at 10 µM; CHO 5-HT1a Ga15 NFAT-bla reporter, FRET ratio; 0% basal, 100% maximal reference agonist; 65,000 tested, 0.56% active;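 active = activation above the screen-wide mean activation plus 3 SD, cut at about 19% in these data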;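 also: 0% = DMSO wells and 100% = 5-CT at EC100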
5HT1E ag – agonists of human 5-HT1E serotonin receptor. AID 574. CHO 5-HT1E Ga15 NFAT-bla reporter, FRET; 0% DMSO wells, 100% control agonist wells. activation, % at 6 µM. P28566. 65,000 tested, 0.69% active;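 active = activation above a set limit, the screen-wide mean activation plus 3 SD, cut at about 8.5% in these data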;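 also: 100% = positive control agonist at 1 µM giving full maximal response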
SF1 activator – activates the human nuclear receptor SF-1; 65,000 tested, 1.9% active; activation, % at 10 µM; AID 522; Q13285; CHO-K1 Gal4-SF-1 LBD luciferase reporter; % increase over DMSO SF-1-specific signal;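 active = activation above the mean activation of all tested compounds plus 3 SD, cut at about 50% in these data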
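Assay system: CHO-K1 cells co-transfected with Gal4 DBD–human SF-1 LBD, 5xGal4 luciferase reporter; doses: 10 µM only; incubation: 20 h compound exposure at 37 °C after 1 h cell settling; signal: luciferase light emission; evaluation: percent activation versus DMSO; repeats: one test per compound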
The depositor's hits bear a star; . = not tested or not shown; [ ] = dose if it differs, or a comment.

SMILES	5-HT1A blocker	RORA act	Ecoli tolC	NADH enzymes	MMP-13 inhibitor	5HT1E antag	HTR1A agonist	5HT1E ag	SF1 activator
FC(F)(F)c1ccc(N2CCN(c3cc(-c4ccccc4)nc4ncnn34)CC2)nc1	-17	-49	41	9%	-2	4	-0.2	0.1	-71
CCN(CC)CCCN1C(=O)C(O)=C(C(=O)c2ccco2)C1c1ccc(OC(C)C)cc1 (centres undefined)	-3	1	-14	8%	-3	-7	0.2	0.8	12
CC(C)=CC(=O)Nc1ccc(Br)cc1	3	37	18	5%	4	3	-2.4	-1.8	46
CC(=O)COC(=O)c1cccc(N2C(=O)C3C4C=CC(C4)C3C2=O)c1 (centres undefined)	9	-12	-2	3%	2	-1	-1.1	1.3	0
Cn1c(=O)[nH]c(=O)c2c1nc(NCCCO)n2Cc1ccc(F)cc1	-8	-3	-12	6%	4	-15	-2.4	-0.7	16
CC1CN(C(=O)c2cnn3c(C(F)F)cc(-c4ccccc4)nc23)CC(C)O1 (centres undefined)	-7	0	2	5%	-7	-7	-0.1	-0.1	-10
CC(Oc1ccccc1)C(=O)Nc1ccc(S(=O)(=O)N2CCOCC2)cc1 (centres undefined)	-3	26	5	0%	-1	-6	-1.3	-0.3	2
COc1ccc(N(CC(=O)NC(C)(C)C)S(=O)(=O)c2ccccc2)cc1OC	12	-10	2	4%	10	-1	0.5	-0.8	0
COc1cccc(CC(C(=O)Nc2cc(C)ccc2C)c2nn[nH]n2)c1OC (centres undefined)	-13	2	18	8%	4	2	0.0	0.7	-5
COc1ccc(OC)c(C2CC(=O)N3CN(c4cccc(Cl)c4)CSC3=C2C#N)c1 (centres undefined)	3	21	9	4%	6	-1	-0.2	0.6	5
O=C(CSc1nc2ccccc2c(=O)n1-c1ccc(Cl)cc1)c1ccco1	2	4	-8	0%	0	-2	0.4	0.3	-7
N#Cc1nc(Cc2cccc3ccccc23)oc1NCc1ccc(F)cc1	5	20	71*	3%	-7	7	-3.1	-0.3	15
Cc1cc(C)nc(N2CCCC(C(=O)NCCc3ccc(F)cc3)C2)n1 (centres undefined)	-12	16	1	10%	-7	3	-1.6	0.2	12
CCC(O)(CCN1CCCCC1)c1ccccc1 (centres undefined)	6	7	-41	5%	4	8	-4.1	-0.5	-12
CC(Sc1cccc(C(F)(F)F)c1)C(=O)NC(N)=O (centres undefined)	12	-6	0	6%	1	3	-3.1	-0.5	-4

Rewritten with bars between the fields: part of the list above.
mol | 5-HT1A blocker | RORA act | Ecoli tolC | NADH enzymes | MMP-13 inhibitor | 5HT1E antag | HTR1A agonist | 5HT1E ag | SF1 activator
COc1cccc(CC(C(=O)Nc2cc(C)ccc2C)c2nn[nH]n2)c1OC (centres undefined) | -13 | 2 | 18 | 8% | 4 | 2 | 0.0 | 0.7 | -5
COc1ccc(OC)c(C2CC(=O)N3CN(c4cccc(Cl)c4)CSC3=C2C#N)c1 (centres undefined) | 3 | 21 | 9 | 4% | 6 | -1 | -0.2 | 0.6 | 5
O=C(CSc1nc2ccccc2c(=O)n1-c1ccc(Cl)cc1)c1ccco1 | 2 | 4 | -8 | 0% | 0 | -2 | 0.4 | 0.3 | -7
N#Cc1nc(Cc2cccc3ccccc23)oc1NCc1ccc(F)cc1 | 5 | 20 | 71* | 3% | -7 | 7 | -3.1 | -0.3 | 15

Next compounds:
SMILES	5-HT1A blocker	RORA act	Ecoli tolC	NADH enzymes	MMP-13 inhibitor	5HT1E antag	HTR1A agonist	5HT1E ag	SF1 activator
CCN(CC)C(=O)CSc1nnc(-c2ccc(F)cc2)n1N	7	-13	-19	6%	-2	4	-3.6	-0.5	7
Cc1ccc(CNC(=O)c2nnn(-c3cccc(C)c3)c2N)cc1	6	-20	19	3%	4	2	-0.9	-0.2	7
CSc1nnc(Cn2c(=O)sc3ccccc32)n1-c1ccccc1C	9	-5	11	7%	3	-14	1.9	1.3	-10
CN(C(=O)c1ccccc1)c1ccc(OCC(=O)NC2CCS(=O)(=O)C2)cc1 (centres undefined)	12	1	-12	7%	4	7	0.4	-0.9	18
CCCCS(=O)(=O)Nc1ccc2ncn(C)c(=O)c2c1	-10	16	-15	8%[fluoresces]	-32	2	2.4	0.5	-2
COC(=O)c1nonc1NCn1nnc2ccccc21	0	6	-14	12%	6	27	-4.8	0.9	32
O=C(c1ccc2ccccc2c1)N1CCN(c2ccccc2)CC1	3	-4	39	0%	4	3	1.1	-1.1	6
Cc1cc(N2CCOCC2)nc(NCc2ccccc2)n1	4	3	4	8%	6	33*	-3.7	-0.1	-24
CCOC(=O)c1sc2ncnc(NCC(c3cccs3)N(C)C)c2c1C (centres undefined)	-12	4	19	3%	-42	8	3.5	1.5	20
CCOC(=O)c1[nH]c2ccc(Br)cc2c1NC(=O)CCN1CCCCC1	18	-15	-12	3%	-1	-3	-3.1	0.6	-10
OCCN1CCN(c2nc(-c3ccccc3)c3cc(Cl)ccc3n2)CC1	-20	2	100*	6%	-15	6	18	6.6	-1
Cc1ccc(NC(=O)c2ccc3c(c2)N(CC(=O)N2CCCCC2)C(=O)C(C)(C)O3)cc1	6	-28	10	3%	1	-4	-0.6	-1.7	6
O=C(CCN1CCOCC1)Nc1cccc(Br)c1	3	-12	-5	3%	3	4	-3.5	-0.2	-8
Cc1ccc(-c2ccc(CCC(=O)O)n2Cc2ccco2)cc1	7	-2	18	8%	-20	3	0.3	-0.7	-6
COc1ccc(CNC(=O)c2cc(-c3ccccc3O)n[nH]2)cc1	5	-5	-16	5%	-8	0	-4.7	0.1	-8
O=S(=O)(/N=C(\c1ccccc1)N1CCOCC1)c1cccs1	-2	11	-7	3%	3	9	-3.0	-0.5	17
O=C(Nc1ccc(Cl)cc1)OCCn1nnnc1C(c1ccccc1)N1CCOCC1 (centres undefined)	24	34	1	5%	-2	7	-1.6	0.0	28
COc1cc(NC(=O)c2nnn(Cc3ccc(SC)cc3)c2N)cc(OC)c1	22	22	39	1%	2	-1	-1.2	0.0	-4
c1coc(CNc2c3c(nc4ncnn24)CCCC3)c1	-7	-3	2	3%	6	-4	0.3	-0.1	-10
Cc1cc(C(=O)COC(=O)CCCN2C(=O)c3ccccc3C2=O)c(C)n1C	-2	-4	6	0%	0	-4	-2.7	-0.2	16
O=C(OCC(=O)N1CCC(Cc2ccccc2)CC1)c1ccc[nH]c1=O	-20	-17	-2	3%	-2	-8	-2.7	-1.2	-4
O=C(CCSc1ccccc1)Nc1nnc(-c2ccccc2)o1	11	-1	39	9%	-1	-8	-2.4	0.9	4
COc1ccc2c(c1)CCc1c(C(=O)N3CC4(C)CC3CC(C)(C)C4)noc1-2 (centres undefined)	-10	-10	59	3%	6	-22	-0.8	-0.9	-22
CCOc1ccc(CCN2C(=O)C3C4C=CC(C4)C3C2=O)cc1OCC (centres undefined)	-13	0	-2	2%	-5	1	-2.2	1.3	-4
O=S(=O)(CCc1ccccc1)N1CCOCC1	3	6	-9	7%	-4	4	-2.4	-0.4	3
O=C(NO)c1ccc(C(=O)N(C2CCCCC2)C2CCCCC2)cc1	-22	4	17	2%	-1	1	-0.1	-0.5	16
CC(C)CCNC(=O)Cn1c(=O)oc2cc(S(=O)(=O)N3CCc4ccccc43)ccc21	30	-2	34	7%	3	35*	1.3	-1.0	-34
CCc1ccc(C(=O)Nc2nnn(CC)n2)cc1	-10	40	-17	7%	6	-6	-1.2	-0.2	42
CC(=O)Nc1ccc(C(=O)CSc2nnc3scc(-c4ccccc4)n23)cc1	-7	3	0	7%	4	2	-3.3	0.5	-2
O=C(O)CCNS(=O)(=O)c1ccc2c(c1)Cc1ccccc1-2	7	0	-13	3%	3	-1	-0.4	-0.5	14
COc1cc(NC(=O)NCc2ccncc2)cc(OC)c1OC	-3	-5	-6	3%	3	-5	0.6	0.8	10
Cc1cc(C)cc(N(CC(=O)NCC2CCCO2)C(=O)CCC(=O)Nc2cc(C)on2)c1 (centres undefined)	-18	-12	-16	8%	4	-10	3.6	0.3	-15
O=C(CSc1nc2ccccc2[nH]1)N1CCN(c2ccccc2)CC1	0	-1	20	2%	3	2	-1.6	-0.6	11
c1ccc(-c2cc3c(N4CCOCC4)ncnc3s2)cc1	20	12	10	11%	-18	9	-2.3	0.0	-6
CCn1c(=O)c2cc(C(=O)NCCN3CCOCC3)sc2c2ccccc21	16	-9	20	3%[fluoresces]	-80[fluorescence artefact?]	5	-4.8	-0.2	-26
NC(=O)C1CCN(c2ncnc3c(-c4ccccc4)nsc23)CC1	-6	-42	16	8%	1	-9	-0.7	-0.3	-14
CCN(CC)S(=O)(=O)N1CCC(C(=O)NCc2ccc(C)cc2)CC1	-3	-23	-3	5%	-2	-1	-2.8	-0.9	3
COC(=O)CCC(=O)c1oc2ccccc2c1NC(=O)CCCN1C(=O)c2ccccc2C1=O	3	-5	-26	0%	2	3	-2.0	-1.6	-1
O=C(CSc1nnc(-c2ccccc2)o1)N1CCOCC1	-4	-10	-8	5%	3	-5	-5.4	-1.5	17
O=P(O)(CN1CCCCC1)CN1CCCCC1	-10	3	-2	5%	1	12	-0.8	-0.3	3
O=C(NC(=Nc1ccccc1)N1CCOCC1)Nc1ccccc1	-6	9	-13	6%	16*	-2	1.5	-0.1	16
CCCC(c1nnnn1Cc1ccco1)N1CCN(C(=O)c2ccco2)CC1 (centres undefined)	2	-12	-12	7%	3	0	-2.3	0.6	16
O=c1c2ccccc2c2ccccc2c(=O)n1Cc1cccnc1	9	-11	-20	6%	2	-3	-0.5	-0.5	14
O=C(Cn1cc(C(=O)COc2ccccc2)c2ccccc21)NCc1ccco1	10	26	12	5%	3	-3	-3.7	1.3	13
CCOc1cccc(C2C(C#N)=C(N)Oc3cc(C)oc(=O)c32)c1OCC (centres undefined)	.	-10	23	1%	0	7	-1.2	0.1	11
CC(=O)Nc1ccccc1NC(=O)CN(C)S(=O)(=O)c1ccc(C)cc1	0	10	-3	7%	1	-7	-2.0	0.8	11
Cc1ccc2c(c1)N(CC(=O)NCc1cccs1)C(=O)CO2	-2	22	-12	8%	1	-6	-4.9	0.1	7
COc1ccccc1COCC(O)CNCC1(N2CCCCC2)CCCCC1 (centres undefined)	18	-16	-7	19%	0	4	-5.7	-1.0	17
COc1ccc(S(=O)(=O)N2CCC(C(=O)Nc3ccccc3C)CC2)c2cccnc12	-12	22	4	1%	1	-2	-0.9	0.0	12
CCNc1sc(C(=O)c2cccs2)c(N)c1C#N	.	-8	6	2%	2	-11	-1.0	0.5	-5
Cc1[nH]c2ccccc2c1SCCNC(=O)c1ccc(Br)o1	5	-18	.	.	-2	-1	-1.2	1.1	-3
CC1(C)CC(=O)C=C(Nc2ccc(F)cc2F)C1	6	-21	-15	3%	4	3	-3.1	0.3	-12
CSCCC1C(C#N)=C(N)Oc2n[nH]c(-c3cccs3)c21 (centres undefined)	-10	3	4	0%	-1	-4	-2.4	0.1	4
Cc1nn(CCO)c2c1C(=O)CCC2	.	-6	5	2%	4	0	-1.1	-0.2	0
COc1cc2c(cc1OC)CN(C(=O)CSc1nnc(C)s1)CC2	8	-8	-1	0%	2	0	-2.0	-0.6	2
COC(=O)Cc1c(C)c2ccc(OCC(C)=O)c(C)c2oc1=O	-4	28	5	7%[fluoresces]	-172[fluorescence artefact?]	1	1.5	-0.4	40
O=C(CCNS(=O)(=O)c1cccc2nonc12)N1CCN(c2cccc(Cl)c2)CC1	-20	0	8	0%	-33	-8	1.1	0.5	-14

Screens as filed in PubChem BioAssay.

Compounds as they come; 7.2% or so of the library scored in one or more.
